14-3-3g Raf: 14-3-3 gamma protein interaction modulation; inhibition, % at 40 µM; FP, 14-3-3gamma / TMR-pS259-Raf peptide binding; P61981; 160,000 compounds, 0.19% hits; in the data active = inhibition above about 30%;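 also: 0% = protein plus tracer without compound and 100% = blank with tracer alone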
Target sequence (P61981 whole entry, looked up): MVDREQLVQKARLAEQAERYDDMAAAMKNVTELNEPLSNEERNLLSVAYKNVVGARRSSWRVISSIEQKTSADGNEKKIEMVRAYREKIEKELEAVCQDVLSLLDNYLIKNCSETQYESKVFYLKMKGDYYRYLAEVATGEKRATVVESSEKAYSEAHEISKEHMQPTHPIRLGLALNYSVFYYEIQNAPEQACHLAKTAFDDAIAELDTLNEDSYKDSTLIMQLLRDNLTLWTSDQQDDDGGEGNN
* = called active by the depositor; & = joins results of further samples. Only part of the results is shown, so the mix of outcomes need not match the whole.

SMILES	14-3-3g Raf
COc1ccc(-n2c(SCc3cc(=O)n4cc(Cl)ccc4n3)nc3c(sc(=S)n3-c3ccccc3)c2=O)cc1OC	-6.2
COc1cc(OC)c(C2C3=C(CCCC3=O)Nc3nc4ccccc4n32)cc1OC (stereo unspecified)	4.8&0.5
Cc1cc(NC(=O)C(CC(C)C)NC(=O)C2CCCCC2)ccc1Br (stereo unspecified)	9.0
CSc1nsc(SC)c1NC(=O)N1CCOCC1	10.4
CCOC(=O)Oc1ccc2c(=O)c(Oc3cc(C)ccc3C)coc2c1	-10.4
OCCNc1nc(F)c(F)c(Oc2ccc(Cl)cc2)c1F	-0.1
Cc1onc(-c2ccccc2)c1C(=O)n1cccn1	-3.6
Cc1cc(Nc2ccc(C(=O)O)cc2)c2cccc(C)c2n1	-38.4
O=C(CCCn1c(=S)[nH]c2cc3c(cc2c1=O)OCO3)N1CCN(c2ccccc2F)CC1	-12.6&-12.9
O=C(Cn1cnc2c(nnn2Cc2ccc(F)cc2)c1=O)N1CCCCC1	0.3
COc1ccc(/C(O)=C2/C(=O)C(=O)N(CCCN(C)C)C2c2ccccc2)cc1OC (stereo unspecified)	1.4
Oc1ccc(Cl)cc1CNc1nc2c(s1)CCc1ccccc1-2	2.9
COC(=O)C1C(=O)C2=C(CC1C)NC(C)=C(C(=O)OC1CCCCC1)C2c1cccc(OC)c1OC (stereo unspecified)	-3.2
COC(=O)CSc1nc2sc3c(c2c(=O)n1CCc1ccccc1)CCC3	-2.2
Cc1ccc(CCNC(=O)C2CCC(=O)N2Cc2cccnc2)cc1 (stereo unspecified)	-1.3&6.7
CCOC(=O)c1c(N)sc2c1CCN(CCc1ccccc1)C2	-100.0
COc1ccccc1-n1cnc2cc(C(=O)NCc3ccccc3Cl)ccc21	-105.0
CCCN1CNC(=S)N(c2ccccc2CC)C1	-3.5
CCCN1Cc2cccc(C(=O)Nc3ccccc3OC)c2C1=O	-13.1
COC(=O)c1ccc(NC(=O)c2c(NCc3cccc(F)c3)sc3c2CCCC3)cc1	-64.6
COc1ccccc1NC(=O)c1cc2cc3ccc(C)cc3nc2o1	23.6
CCOC(=O)c1cnn(-c2ccccc2)c1NC(=O)c1ccccc1	2.5
Cc1oc(C(C)(C)C)cc1C(=O)Nc1ccc(N(C)C)cc1	-3.9
O=C(CSc1nnc(-c2ccoc2)o1)N1CCOCC1	2.8
O=C(CNC(=O)c1ccccc1C(=O)O)c1ccccc1	-0.9

New compounds follow
SMILES	14-3-3g Raf
C[C@](N)(Cc1ccc(O)cc1)C(=O)O	-6.5
O=C(c1ccccc1Cl)N1CCN(c2ccc([N+](=O)[O-])cc2C(F)(F)F)CC1	-1.2
O=C(Cn1c(=O)oc2cc(Cl)ccc21)NCCCN1CCN(c2cccc(Cl)c2)CC1	3.6
O=C(COc1cccc2ccccc12)N1c2ccccc2CCc2ccccc21	-7.3
Cn1cnc2cc(OC(=O)c3ccccc3)ccc21	1.0
CC(=O)c1ccc(NC(=O)c2cccc(S(=O)(=O)N3CCCCC3)c2)cc1	-2.0
C=CCN1C(=O)C(C(=O)N2CCOCC2)C2CC1(C)Oc1ccccc12 (stereo unspecified)	-0.7
Cc1ccc(NC(=O)CSc2nc3c(c(=O)n2Cc2ccccc2)SC(C)C3)c(C)c1 (stereo unspecified)	1.0
C=CCOc1ccc(C2Nc3ccc(Br)cc3-c3nnc(SC)nc3O2)cc1 (stereo unspecified)	-84.2
O=C(Nc1c2c(nn1-c1cccc(Cl)c1)CS(=O)C2)C1CC1 (stereo unspecified)	-7.0
O=C(CSc1nnc2scc(-c3ccccc3)n12)N1CCCCCC1	-2.1
COc1ccc(CCN(Cc2cc3cc4c(cc3[nH]c2=O)OCO4)C(C)=O)cc1OC	-12.5
NS(=O)(=O)c1ccc(CCNC(=O)c2ccc([N+](=O)[O-])cc2)cc1	0.5
CCc1ccccc1NC(=O)c1cc2cccc(OC)c2oc1=O	-5.5
O=C(O)CSc1nnc(Cn2c(=O)sc3ccccc32)n1-c1cccc(Cl)c1	-6.6
C=COCCNC(=O)C(=O)Nc1c(C)cccc1C	0.1
Cc1cc(C)n(CC(O)Cn2c3ccccc3c3ccccc32)c(=O)n1 (stereo unspecified)	3.6
Brc1cc2c(cc1C=Nc1ccc3nc(-c4ccccc4)[nH]c3c1)OCO2	-25.5
CCCCN(CCCC)C(=O)CN(C)S(=O)(=O)c1ccc2c(c1)n(C)c(=O)c(=O)n2C	-8.5
COC(=O)c1c(C)oc2ccc(NS(=O)(=O)c3ccc(Cl)cc3)cc12	2.5
COc1ccc(C(=O)CC(=O)C(=O)Nc2ccc(C)c(C)c2)cc1	-4.8
CCC12CC3CC(C1)CC(CC(=O)O)(C3)C2	0.7
Clc1ccc(C2=NN3C(C2)c2ccccc2OC32CCCCC2)cc1 (stereo unspecified)	-13.5
COCc1c(C(=O)OCc2nc(N)nc(Nc3ccccc3C)n2)oc2ccccc12	3.7
CC(C(=O)NC1CCCC1)N(Cc1ccc2c(c1)OCO2)C(=O)c1snc(C(N)=O)c1N (stereo unspecified)	-4.1

Next compounds follow:
SMILES	14-3-3g Raf
O=C(COc1ccccc1F)NC1CC1	2.5
C=CCSc1nnc(-c2ccc(Cl)cc2Cl)o1	3.2
O=C(O)c1cc(N2C(=O)c3ccc([N+](=O)[O-])c4c([N+](=O)[O-])ccc(c34)C2=O)ccc1O	-32.4
Nc1c(C(=O)Nc2ccc3c(c2)OCO3)sc2nc3c(cc12)CCCC3	-5.5
CC1CCCCC1NS(=O)(=O)c1cccc2cccnc12 (stereo unspecified)	-6.7
COc1ccc(S(=O)(=O)N(CC(=O)NC(C)C)c2cc(C)cc(C)c2)cc1OC	-1.9
CCCOc1ccc(C2Nc3ccccc3NC3=C2C(=O)CC(c2ccc(C)cc2)C3)cc1OC (stereo unspecified)	-24.8
COc1ccc(N=C2SC(C(=O)Nc3ccccc3Cl)CC(=O)N2Cc2ccc(F)cc2)cc1 (stereo unspecified)	-4.4
O=C(NCc1cccs1)c1noc2c1CCCC2	-6.4
Cc1sc(NC(=O)c2cc3ccccc3oc2=O)nc1-c1cccs1	-2.5
COC(=O)C1=CN(C23CC4CC(CC(C4)C2)C3)C=C(C(=O)OC)C1c1cc(OC)c(OC)c(OC)c1	-33.2
O=C1N2CCSC2=NC1(Nc1nccs1)C(F)(F)F (stereo unspecified)	21.7
O=C(O)c1ccc(NS(=O)(=O)c2cccc([N+](=O)[O-])c2)cc1	-4.7
COc1cc(NC(=O)c2ccco2)c(OC)cc1NC(=O)Nc1ccccc1Cl	-9.1
COC(=O)c1ccc2c(c1)N(Cc1cc(C)ccc1C)C(=O)c1ccccc1S2=O (stereo unspecified)	3.2
C=C1Cn2c(nc3c2c(=O)n(C)c(=O)n3C)S1	-2.0
Cc1ccc(C(C(=O)NC(C)(C)C)N(C(=O)c2csnn2)c2ccccc2F)o1 (stereo unspecified)	-7.0
O=C1C2C3C=CC(C3)C2C(=O)N1c1cccc(N2C(=O)C3C4C=CC(C4)C3C2=O)n1 (stereo unspecified)	0.5
COC(=O)c1ccc(C(=O)Nc2nc3ccc(N)cc3s2)cc1	-33.5
O=C(COc1ccccc1O)N1CCN(C(=O)c2ccco2)CC1	-12.4
O=C1NC(=Nc2ccc(Br)cc2)SC1Cc1ccccc1 (stereo unspecified)	6.7
O=C1CN(C(=O)CCC2CCCCC2)C(c2ccccc2)c2cc(F)ccc2N1 (stereo unspecified)	-3.7
Cc1ccc(NC(=O)C2C3C=CC4(O3)C2C(=O)N(CCN2CCOCC2)C4C(=O)NC2CCCC(C)C2C)cc1C (stereo unspecified)	-10.6
CC1=C(C(N)=O)C(c2cccc(F)c2)n2nc(SCc3ccccc3Cl)nc2N1 (stereo unspecified)	-5.2
CCC(=O)N1CCc2cc(Br)cc(S(=O)(=O)CCC(=O)Nc3c(C)cccc3CC)c21	-5.2

Going on with the list.
SMILES	14-3-3g Raf
CC1(C)OC(=O)CC1C#N (stereo unspecified)	-17.1
Cn1c(=O)n(C)c2cc(NS(=O)(=O)c3ccc4c(c3)CCCC4)ccc21	1.7
Nc1c(C(=O)Nc2nccs2)sc2nc3c(c(-c4ccco4)c12)CCCC3	-28.6
CC(C)c1ccc(N2CC(C(=O)Nc3ccccc3C(F)(F)F)CC2=O)cc1 (stereo unspecified)	-24.5
CC(C)(C)Nc1nc(OCC(F)(F)F)nc(OCC(F)(F)F)n1	-12.5&-0.7
CCc1ccc(NC(=O)c2sc(=S)n3c2[nH]c(=O)c2sccc23)cc1	-24.3
O=S(=O)(c1ccc(S(=O)(=O)N2CCN3CCCC3C2)cc1)N1CCCC1 (stereo unspecified)	-2.0
Cc1ccc(-c2nnc(CSc3nc4cc5c(cc4cc3C)OCO5)o2)cc1	-1.4
Cn1c2ccccc2c2c(C(=O)NCCCN3CCCC3)cn(C3CCCCC3)c(=O)c21	-4.6
CC1=NN(C(=O)CSc2ccccn2)C(C)(O)C1 (stereo unspecified)	8.6
Cc1nc2ccccc2c2oc(C(=O)NCCCN3CCC(C)CC3)cc12	14.6
COC(=O)c1ccc2c(=O)n(CC3CCCO3)c(SCC(=O)Nc3cc(C)on3)nc2c1 (stereo unspecified)	-2.8
CCOC(=O)C(C)(C)N(Cc1cccc(Cl)c1)S(=O)(=O)c1cccc([N+](=O)[O-])c1	-0.1
Cc1onc(-c2ccccc2)c1C(=O)Nc1nnc(N(C)Cc2ccccc2)s1	-0.1
COc1ccccc1NC(=O)Cc1ccccc1[N+](=O)[O-]	-2.5
CC(Sc1nc2ncnc(N)c2[nH]1)C(=O)O (stereo unspecified)	0.3
Cc1c(C)c2ccc(OCC(=O)O)cc2oc1=O	-1.2
CCn1c(COc2ccc(OC)cc2)nc2ccccc21	-7.7
CCCCN(CC)C(=O)c1cn(CC)c2nc(C)ccc2c1=O	1.2
COc1cc(CCC(=O)N2CCN(c3ccc(N4CCOCC4)nn3)CC2)cc(OC)c1OC	2.4
COc1cc(C2CC(C(F)(F)F)n3ncc(C(N)=O)c3N2)cc(OC)c1OC (stereo unspecified)	0.6
Cc1ccc(C)c(OCC(=O)NC(Cc2c[nH]c3ccccc23)C(=O)O)c1 (stereo unspecified)	-14.4
Cc1nc2c(=O)oc3ccccc3c2n1C(C)C	-2.3
CCOC(=O)CSc1n[nH]c(C)n1	9.2
COC(=O)C1CCN(C(=O)c2sc3nc(-c4ccc(F)cc4)cn3c2C)CC1	-0.7

Entries from the list above containing an NH in an aromatic ring (7):
SMILES	14-3-3g Raf
O=C(CCCn1c(=S)[nH]c2cc3c(cc2c1=O)OCO3)N1CCN(c2ccccc2F)CC1	-12.6&-12.9
COc1ccc(CCN(Cc2cc3cc4c(cc3[nH]c2=O)OCO4)C(C)=O)cc1OC	-12.5
Brc1cc2c(cc1C=Nc1ccc3nc(-c4ccccc4)[nH]c3c1)OCO2	-25.5
CCc1ccc(NC(=O)c2sc(=S)n3c2[nH]c(=O)c2sccc23)cc1	-24.3
CC(Sc1nc2ncnc(N)c2[nH]1)C(=O)O (stereo unspecified)	0.3
Cc1ccc(C)c(OCC(=O)NC(Cc2c[nH]c3ccccc23)C(=O)O)c1 (stereo unspecified)	-14.4
CCOC(=O)CSc1n[nH]c(C)n1	9.2

(further entries)
SMILES	14-3-3g Raf
O=[N+]([O-])c1ccc(S(=O)(=O)NCC2CC3C=CC2C3)cc1 (stereo unspecified)	0.5
CCOc1ccc(-n2cnnn2)cc1S(=O)(=O)NCCc1ccc(OC)c(OC)c1	-14.8
c1ccc(OCCSc2nnnn2C2CCCCC2)cc1	3.2
Cc1noc(C)c1CSc1ncnc2sc3c(c12)CCC(C)C3 (stereo unspecified)	-3.9
Cc1ccc(S(=O)(=O)NC2=NCN(c3ccc([N+](=O)[O-])cc3)CN2)cc1	1.8
Cn1c(=O)n(C)c2cc(S(N)(=O)=O)ccc21	0.6
CCOC(=O)c1c(CBr)n(C)c2cc(Br)c(OC(C)=O)cc12	-0.1
COc1cc2c(cc1OC)C(C)N(c1ccc(N3C(=O)CC(C)C3=O)cc1[N+](=O)[O-])CC2 (stereo unspecified)	3.4
CCCCn1c(SCC(=O)OC)nc2c1c(=O)n(C)c(=O)n2C	-0.5
Brc1cccc(C2C=C(c3ccc(I)cc3)Nc3ncnn32)c1 (stereo unspecified)	2.8
S=C(c1cn(CCOc2ccccc2Cl)c2ccccc12)N1CCOCC1	8.4
C=C(C)CSc1nc2c(c(=O)[nH]c(=O)n2C)n1Cc1ccccc1	0.9&-11.1
CS(=O)(=O)N1CCN(c2ccc(Cl)cc2[N+](=O)[O-])CC1	-8.2
COc1ccccc1NC(=O)C1CCCN(S(=O)(=O)c2cnc[nH]2)C1 (stereo unspecified)	1.1
O=C1C(=O)N(c2ccccn2)C(c2cccc([N+](=O)[O-])c2)/C1=C(\O)c1ccc(Br)cc1 (stereo unspecified)	-11.5
CC(C)(CC(=O)N1CCN(c2cccc(Cl)c2)CC1)CC1=NS(=O)(=O)c2ccccc2N1	-5.5
Cc1ccc(/C=c2\sc3n(c2=O)CN(c2ccc(Br)cc2)CN=3)o1	-4.9
O=C(CCc1nc(-c2ccccc2F)no1)Nc1ccccn1	-2.2
C[C@]12CCC(=O)C=C1CC[C@@H]1[C@@H]2[C@@H](O)C[C@@]2(C)[C@H]1CC[C@]2(O)C(=O)COC(=O)CCC(=O)O	-0.1&-3.9&-3.3
CCN(CC)CCCNC(=O)c1cc([N+](=O)[O-])ccc1Cl	-6.9

Shown with bars between the fields: entries from further up.
SMILES | 14-3-3g Raf
CCOC(=O)c1c(CBr)n(C)c2cc(Br)c(OC(C)=O)cc12 | -0.1
COc1cc2c(cc1OC)C(C)N(c1ccc(N3C(=O)CC(C)C3=O)cc1[N+](=O)[O-])CC2 (stereo unspecified) | 3.4
CCCCn1c(SCC(=O)OC)nc2c1c(=O)n(C)c(=O)n2C | -0.5
Brc1cccc(C2C=C(c3ccc(I)cc3)Nc3ncnn32)c1 (stereo unspecified) | 2.8
S=C(c1cn(CCOc2ccccc2Cl)c2ccccc12)N1CCOCC1 | 8.4
C=C(C)CSc1nc2c(c(=O)[nH]c(=O)n2C)n1Cc1ccccc1 | 0.9&-11.1
CS(=O)(=O)N1CCN(c2ccc(Cl)cc2[N+](=O)[O-])CC1 | -8.2

Bioassay records deposited in PubChem by Emory University Molecular Libraries Screening Center.
